NRP1-CendR mod = modulators of CendR peptide binding to human neuropilin-1; hit rate 0.85% among 360,000; FAM-RPARPAR peptide binding to NRP-1, fluorescence polarization; inhibition, % at 25 µM;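 active = inhibition or corrected inhibition above about 18%, plus a signal ratio from 0.5 to 1.5, limit read from the data, passing the limit was not always enough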; note: strong numbers were not always called active
Target sequence (O14786 whole entry, looked up): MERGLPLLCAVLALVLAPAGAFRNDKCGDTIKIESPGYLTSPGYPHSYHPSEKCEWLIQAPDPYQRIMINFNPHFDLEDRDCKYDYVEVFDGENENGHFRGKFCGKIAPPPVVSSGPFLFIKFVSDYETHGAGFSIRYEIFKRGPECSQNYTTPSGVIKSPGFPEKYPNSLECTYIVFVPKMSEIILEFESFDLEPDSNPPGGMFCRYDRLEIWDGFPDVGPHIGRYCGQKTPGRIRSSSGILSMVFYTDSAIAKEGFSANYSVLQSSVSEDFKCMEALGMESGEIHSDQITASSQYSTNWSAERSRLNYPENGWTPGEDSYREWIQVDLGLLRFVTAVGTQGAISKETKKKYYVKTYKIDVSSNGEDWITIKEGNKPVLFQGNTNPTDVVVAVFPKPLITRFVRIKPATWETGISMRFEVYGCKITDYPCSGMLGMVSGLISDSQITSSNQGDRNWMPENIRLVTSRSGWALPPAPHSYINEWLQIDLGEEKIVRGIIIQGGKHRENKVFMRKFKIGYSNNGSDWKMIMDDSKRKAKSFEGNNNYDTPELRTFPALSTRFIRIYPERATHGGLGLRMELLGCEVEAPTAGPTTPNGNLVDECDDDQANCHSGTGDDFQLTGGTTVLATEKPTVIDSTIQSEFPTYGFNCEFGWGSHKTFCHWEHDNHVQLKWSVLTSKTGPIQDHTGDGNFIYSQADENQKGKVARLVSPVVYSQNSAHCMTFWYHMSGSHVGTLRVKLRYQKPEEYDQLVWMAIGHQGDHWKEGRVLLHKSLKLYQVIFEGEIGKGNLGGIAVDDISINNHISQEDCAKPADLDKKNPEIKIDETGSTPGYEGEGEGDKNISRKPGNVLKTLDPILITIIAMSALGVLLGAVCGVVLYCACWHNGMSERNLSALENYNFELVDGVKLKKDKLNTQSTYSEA
STEP block = STEP (human) phosphatase inhibition; P54829; recombinant STEP, OMFP fluorogenic substrate, fluorescence; inhibition, % at 20 µM; hit rate 0.25% among 360,000; AID 588621;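 active = inhibition at 20 µM, scaled per plate between control wells, above about 37%, limit read from the data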;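 note: 0% = DMSO with enzyme and substrate and 100% = substrate only without enzyme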
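material = STEP tyrosine phosphatase | reagent = fluorogenic phosphatase substrate OMFP at 25 µM final | doses = single compound dose of 20 µM, 1% DMSO final | schedule = 20 min reaction, room temperature, in the dark | measured by = fluorescence, 480/540 nm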
Scp1 inh = Scp-1 (human) phosphatase inhibition. inhibition, % at 20 µM. hit rate 0.88% among 340,000. Q9GZU7. AID 493091. Recombinant Scp1, phosphopeptide, malachite green phosphate absorbance;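 active = inhibition above about 50% at 20 µM, limit read from the data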;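 note: plate controls were DMSO wells with enzyme for no effect and wells lacking enzyme for full effect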
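assay system = SCP-1 phosphatase catalytic domain, residues 76-261 | buffer or medium = 50 mM Tris acetate pH 5.5, 0.005% Tween-20, 10 mM MgCl2 | incubation = enzyme reaction 45 min at room temperature, colour 5 min, stabilisation 30 min | signal = Phosphate-binding colour reagent, absorbance read at 630 nm | measure = % inhibition at 20 µM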
SKN-1 block = inhibitors of C. elegans SKN-1; C. elegans VP596 Pgst-4::GFP/RFP ratio, acrylamide-induced, 24 h; inhibition, % at 21.8 µM; AID 624304; hit rate 0.49% among 360,000;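 active = interference check ratio from 0.5 to 1.5 plus GFP to RFP signal ratio inhibition reaching or exceeding a fixed threshold, cut at about 30% in these data, passing the limit was not always enough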; note: some compounds called inactive have numbers as strong as hits
DNMT1 block = blocks human DNA methyltransferase DNMT1. P26358. DNMT1 molecular beacon, Hinp1I cleavage, fluorescence. inhibition (reported as % activation of signal), % at 10 µM. hit rate 0.83% among 360,000. AID 588458; in the data active = inhibition above about 50%
SUMO1 PPI mod = alters human SUMO1 binding to SIM partners | SUMO1 binding to a labelled peptide, TR-FRET, 1 h | inhibition, % at 20 µM | hit rate 0.33% among 360,000 | AID 602429; in the data active = inhibition above about 37%
Target sequence (P63165 whole entry, looked up): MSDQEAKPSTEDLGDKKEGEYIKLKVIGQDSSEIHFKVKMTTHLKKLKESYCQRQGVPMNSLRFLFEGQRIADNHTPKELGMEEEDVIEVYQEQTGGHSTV
LMPTP block = LMPTP (human) inhibition; inhibition, % at 20 µM; hit rate 0.22% among 360,000; recombinant LMPTP-A, OMFP fluorogenic substrate, fluorescence intensity; AID 651560; P24666;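 active = compounds that cut the enzyme signal by at least half of the control window in the single-dose screen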;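 note: plate controls were DMSO wells with enzyme plus substrate for no effect and substrate without enzyme for full effect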
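material = LMPTP-A | quantity = 0.625 nM enzyme | reagent = OMFP substrate, 400 µM final | buffer or medium = Bis-Tris pH 6.0, DTT, detergent | detection = endpoint fluorescence intensity from OMFP dephosphorylation | dosing = single 20 µM dose | read-out basis = % inhibition relative to no-enzyme and uninhibited control wells | control set = no-enzyme and uninhibited controls | timing = 50 min at room temperature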
Rpn11 inh = blocks the human proteasome subunit Rpn11; O00487; hit rate 0.59% among 360,000; human 26S proteasome, Ub4-pepOG fluorescence polarization; 20S core pre-blocked with epoxomicin; calls only at 20 µM; AID 588493;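 active = inhibition at 20 µM, scaled to each plate's controls, above about 33%, limit read from the data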
NadD block = NadD (S. aureus) enzyme inhibition | hit rate 0.78% among 360,000 | inhibition, % at 20 µM | purified NadD enzyme, colorimetric absorbance read-out; in the data active = inhibition above about 26%; note: some compounds past the cut are filed as inactive
MT1-MMP act inh = MT1-MMP (human) activation inhibition | hit rate 0.061% among 360,000 | GFP/RFP ratio change, % at 20 µM | P50281 | HT1080 RFP-PRO-GFP cells, GFP/RFP ratio fluorescence, overnight; percent of plate control window, DMSO zero;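 active = GFP/RFP ratio change of at least 30% with cell ATP level not reduced by more than half and red fluorescence within 50% of control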; note: strong numbers were not always called active
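Assay system: HT1080 RFP-PRO-GFP cells. Benchmarks: DMSO vehicle wells and RFP-L50D-GFP reporter cell wells. Times: overnight cell settling, then overnight compound exposure, 37 °C, 5% CO2. Compound: 20 µM single dose, 1% DMSO. Read-out basis: GFP/RFP fluorescence ratio.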
* hit, by the source's call; i = inactive; · = no result given; + = active, no number.

Results follow in this order: NRP1-CendR mod, LMPTP block, NadD block, SKN-1 block, Scp1 inh, Rpn11 inh, SUMO1 PPI mod, DNMT1 block, MT1-MMP act inh, STEP block
- O=c1c2nnn(-c3cccc(F)c3)c2ncn1Cc1ccccn1
  -6, 0.5, -5, 2, -7, i, 5, 2, -1, -1
- COc1cc(CNc2ccc(N3CCN(C(C)=O)CC3)cc2)ccc1OCc1ccc(F)cc1
  6, 2.8, -3, -2, -3, i, 2, 4, ·, 2
- CCOC(=O)c1c(NC(=O)CSc2ncccn2)sc2c1CCN(Cc1ccccc1)C2
  16, 1.9, 4, 5, -1, i, 0, -7, -6, 0
- O=C(O)CCC(=O)NCc1ccc2[nH]c3c(c2c1)CCCC3
  -2, -0.1, -3, -15, -11, i, 11, -14, -3, 2
- Nn1cnnc1N/N=C\c1ccc(-c2ccccc2[N+](=O)[O-])o1
  4, 0.5, 5, 2, -5, i, 27, -16, -3, 0
- CSc1ccc(-c2c(C#N)c(N)nc3c2CCCC3)cc1
  -3, -1.1, 10, -1, -2, i, 7, 11, 0, 6
- COc1ccc(-c2cccc(NS(=O)(=O)c3cc([N+](=O)[O-])c(C)c([N+](=O)[O-])c3)c2)nn1
  10, 1.6, 4, 15, 0, i, -9, -1, 2, 2
- O=C(N/N=C/c1cc([N+](=O)[O-])ccc1O)C12CC3CC(CC(C3)C1)C2
  -9, 17, 3, 1, -2, i, -7, 1, -5, 2
- CS(=O)(=O)N1CCc2cc(C(=O)Nc3cccc([N+](=O)[O-])c3)ccc21
  6, -0.7, -6, 8, -8, i, -20, 4, 3, 2
- CC1=C(C(N)=O)C(c2ccccc2)n2nc(-c3cccs3)nc2N1 (stereo not given)
  2, -1.2, -7, -1, -4, i, 4, 1, 0, -2
- CCOc1ccc(CN2CCC(C(=O)Nc3cccc(-c4ccn[nH]4)c3)CC2)cc1Cl
  0, -0.2, -10, -9, 11, i, -26, -5, 3, 0
- Cc1oc(C(C)(C)C)cc1C(=O)N1CCN(c2ccc(C(F)(F)F)cn2)CC1
  5, 1.7, -3, -8, -1, i, -1, -2, -2, 4
- O=C(Nc1ccccc1)Nc1ccccc1C(=O)NCCCN1CCOCC1
  -9, -1.4, -4, 6, -8, i, 3, -1, -6, -1
- CC(CNC1CCCCC1)OC(=O)c1ccc([N+](=O)[O-])cc1 (stereo not given)
  9, -1.8, 3, -3, 0, i, -19, 3, 2, -1
- Cc1cc(C)n2nc(S(=O)(=O)Nc3c(Cl)cccc3Cl)nc2n1
  12, 1.0, -5, 3, -5, i, 5, 0, -2, 0
- CSCCC(NS(=O)(=O)c1ccc(Cl)c(Cl)c1)C(=O)O (stereo not given)
  9, 0.4, 3, -3, 4, i, 3, 2, 0, 3
- CCC1SC(CC)C(=O)N(CC(=O)NCc2ccc(F)cc2)C1=O (stereo not given)
  -5, -0.9, -4, -5, -6, i, 1, 1, 0, -2
- CCOC(=O)c1ccc(N2C(=O)C(C)=C(C)C2=O)cc1
  7, -1.1, -1, 9, -7, i, -24, -2, -3, 2
- COc1cc(C(O)c2nc(-c3cccc(C#N)c3)cs2)ccc1F (stereo not given)
  10, 0.0, -2, 3, ·, i, 0, -5, 3, -2
- CCOC(=O)[C@H]1NN=C(C(=O)OC)[C@@H]1c1ccccc1
  -2, 0.3, 0, -10, 17, i, -1, 4, -4, -2
- Cc1ccc(C(=O)NCCOc2cccc3cccnc23)cc1Cl
  8, 0.7, -8, 6, -3, i, -3, 1, 1, 0
- CCCCCN(C(=O)CN1CCC(Cc2ccccc2)CC1)c1c(N)n(CCCC)c(=O)[nH]c1=O
  -27, -1.1, 1, -12, 4, i, -1, 6, -21, -3
- N#CCCN(Cc1ccccc1)C(c1ccnc2ccccc12)c1nnnn1-c1ccc2c(c1)OCCO2 (stereo not given)
  -8, 3.1, 9, -7, ·, ·, 3, ·, -3, ·
- COc1ccc(Cl)cc1C(=O)OCC(=O)Nc1sccc1C(N)=O
  -10, 3.9, 1, 11, 5, i, -10, 0, -2, -3
- CC(=O)C(C)Sc1nnc(-c2ccccc2F)n1C1CC1 (stereo not given)
  4, -0.6, 3, 13, -5, i, 5, -1, -2, -1
- CC(C)N(Cc1ccccc1)C(=O)c1cnc2n(c1=O)CCS2
  -8, -1.3, -2, -8, 6, i, 3, 8, 2, 5
- CC(=O)c1cc2c(cc1NC(=O)c1c(-c3ccccc3)noc1C)OCO2
  -7, 0.3, -2, 13, -10, i, 0, -6, 2, 0
- Cc1ccc(NS(=O)(=O)c2c(C)[nH]c(C)c2C(=O)N2CCCCC2)cc1C
  -2, -0.5, -14, 9, -6, i, 11, 0, 4, -1
- CC1CN(S(=O)(=O)c2ccc(C(=O)Nc3ccc(S(=O)(=O)Nc4ncccn4)cc3)cc2)CC(C)O1 (stereo not given)
  -10, -1.2, -1, 1, 1, i, -3, -2, -1, 6
- COc1ccc(CCNC(=O)COC(=O)/C=C/c2ccc3c(c2)OCO3)cc1
  -7, -0.7, -4, 8, -15, i, -3, 7, 0, -2
- CCOc1ccc(N2C(=O)Nc3ccccc3C2(O)C(=O)NCc2ccc(F)cc2)cc1 (stereo not given)
  -12, -2.1, -2, -1, -14, i, -5, -2, -4, 7
- COc1cc(C=O)c(Cl)cc1OCC(N)=O
  2, -3.1, 5, -3, -6, i, 4, -2, -1, -2
- CS(=O)(=O)N(CC(=O)N1CCCCC1)c1cccc(F)c1
  3, -1.0, 8, 12, -6, i, 0, 0, 1, 2
- CCCCNS(=O)(=O)c1ccc2nc(SCC(=O)Nc3ccccc3)[nH]c2c1
  14, 0.7, -2, 8, 1, i, 1, -1, 3, -3
- O=Cc1cccn1Cc1ccccc1[N+](=O)[O-]
  4, -1.0, -3, -11, -3, i, -5, 4, 0, -2
- O=C1c2ccccc2C(=O)N1Cc1ccco1
  -5, -0.2, 8, -14, -10, i, -8, 0, 1, -7
- COc1ccc([C@@H]2CC(=O)[C@@H]3CN(S(=O)(=O)c4ccc(C)cc4)[C@H](c4cccc(Cl)c4)C[C@@H]3N2S(=O)(=O)c2ccccc2)cc1
  9, 1.0, 14, -5, ·, i, 6, -7, -2, 1
- COCCn1c(=NC(=O)c2cc(-c3cccs3)nc3ccccc23)sc2cc(S(N)(=O)=O)ccc21
  -8, 2.6, 52*, 12, 12, +, -4, -17, 7, -2
- COC(=O)c1c(NC(C)=O)sc(C(=O)N2CCOCC2)c1C
  0, 0.5, 3, 11, 2, i, -4, 2, -1, -2
- CCCNC(=O)CN1C(=O)COc2ccc(S(=O)(=O)N3CCCCCC3)cc21
  0, -0.6, -6, 17, 4, i, 2, 1, 5, 4
- CCOC(=O)C1=C(COC(=O)c2ccc(Br)o2)NC(=O)NC1C (stereo not given)
  7, 1.0, 2, -4, -1, i, 0, 2, -1, -1
- CC(C)NC(=S)NCc1cccs1
  12, -1.0, 1, 7, 7, i, -2, 0, 2, 0
- CCOc1ccccc1-n1c(=O)c2ccccc2c2ccccc2c1=O
  -3, 0.0, -6, -1, -10, i, 0, -2, -1, -1
- COc1ccc(NC(=O)c2ccccc2NC(=O)c2ccccc2)cc1
  3, -1.4, -7, 13, -7, i, 5, -1, -1, -2
- O=C(CCCCCNC(=O)c1ccccc1Cl)N/N=C/c1ccco1
  7, -0.4, 3, -5, 15, i, -5, 10, 4, -3
- CCSc1nc(COC(=O)NC)c(COC(=O)NC)n1C
  15, 0.0, -1, -8, -5, i, 3, -8, 1, 1
- CCCNC(=O)c1c(NC(=O)C2COc3ccccc3O2)sc2c1CCCC2 (stereo not given)
  4, -1.5, -3, 8, 6, i, -13, 41, -2, -5
- COc1ccc(C(=O)N/C(=C\c2ccccc2)C(=O)Nc2ccc(C(=O)NCC(=O)O)cc2)cc1
  -6, 0.6, 2, -6, 6, i, -2, 3, -2, -4
- CC1(C)CN(C2CCCCC2)C(=O)[C@H]1CC(=O)Nc1ccccc1
  -6, -1.5, -9, 9, ·, i, 0, 3, 0, -2
- CCOc1cccc(C(=O)NC(c2ccccc2)C(C)C)c1 (stereo not given)
  2, -0.1, -4, 2, 4, i, 1, 9, 2, -2
- COc1cc2oc(=O)ccc2c(OC)c1CC(O)C(C)(C)O (stereo not given)
  3, -1.2, 2, 4, -2, i, 1, 3, 0, 10
- CN(C(=O)COc1ccc2c(-c3ccccc3)cc(=O)oc2c1)C1CCS(=O)(=O)C1 (stereo not given)
  10, -0.1, 4, -9, -3, +, -33, -2, 1, -1
- COc1ccc(OC)c(/C=C/C(=O)c2ccc(Cl)cc2)c1
  -7, 3.8, -10, 10, -20, i, -2, 4, -15, 4
- CC(C)(CNC(=O)CC1C(=O)NCCN1Cc1cccc(F)c1F)N1CCOCC1 (stereo not given)
  9, -1.9, -1, 5, -7, i, -7, 1, 1, -4
- CCc1nccn1CCC(=O)N1CCCC(Nc2ccc(C(C)C)cc2)C1 (stereo not given)
  -2, -0.2, -10, 13, -2, i, 30, 0, 3, -1
- c1ccc2c(OCCCCN3CCOCC3)cccc2c1
  2, -0.9, -7, 0, 3, i, 1, -1, -3, 2
- COc1ccccc1Nc1nc(-c2sc(NC(=O)c3ccco3)nc2C)cs1
  -28, 1.5, 10, 21, -2, i, -1, -28, -2, 2
- Cc1ccc(NS(=O)(=O)c2c(C)[nH]c(=O)[nH]c2=O)c(C)c1
  2, -1.0, -4, 16, -4, i, 1, 1, 1, -3
- Clc1ccc(/C=C\c2nccc3c2[nH]c2ccccc23)cc1
  -7, 5.0, 13, -1, 2, i, -1, -7, -8, 1
- COC(=O)C1CCN(C(=O)CN2C(=O)NC3(CCC(C)CC3)C2=O)CC1 (stereo not given)
  3, 0.2, 2, 0, 5, i, 5, 6, -5, -4
- CC1(O)CC(c2ccc(Cl)cc2)=NN1C(=O)c1ccc([N+](=O)[O-])cc1 (stereo not given)
  4, 0.2, -6, 2, -5, i, -30, -5, 5, 5
- COc1ccc(CNC(=O)CNC(=O)c2sc3ccccc3c2Cl)cc1OC
  4, -0.3, 1, 5, -2, i, -8, -7, -1, 2
- CC1Cc2ccccc2N1S(=O)(=O)c1cccc(C(=O)OCC(=O)N2CCOCC2)c1 (stereo not given)
  19, 1.6, -2, 17, -7, i, 2, 6, -1, 2

Reformatted with the structure last: entries from further up.
NRP1-CendR mod | LMPTP block | NadD block | SKN-1 block | Scp1 inh | Rpn11 inh | SUMO1 PPI mod | DNMT1 block | MT1-MMP act inh | STEP block | smiles
12 | -1.0 | 1 | 7 | 7 | i | -2 | 0 | 2 | 0 | CC(C)NC(=S)NCc1cccs1
7 | -0.4 | 3 | -5 | 15 | i | -5 | 10 | 4 | -3 | O=C(CCCCCNC(=O)c1ccccc1Cl)N/N=C/c1ccco1
4 | -1.5 | -3 | 8 | 6 | i | -13 | 41 | -2 | -5 | CCCNC(=O)c1c(NC(=O)C2COc3ccccc3O2)sc2c1CCCC2 (stereo not given)

Compound activity (PubChem)
